Source: PubChem BioAssay (several laboratories)
RmlCD inh mix = mixture blocks RmlC and RmlD coupled enzyme activity. AID 1532. inhibition, % at 5.5 µM. RmlC/RmlD coupled enzyme inhibition, 384-well mixture HTS. hit rate 0.39% among 110,000; in the data active = inhibition above about 30%, passing the limit was not always enough; inconclusive = no clear call, values can overlap the other calls; also: strong numbers were not always called active
HIV RNase H inh = inhibitors of HIV-1 reverse transcriptase RNase H; RT-RNase H RNA/DNA duplex cleavage, fluorescence; inhibition, % at 10 µM; hit rate 1.9% among 65,000; in the data active = inhibition above about 50%
Numbers without * were called inactive; & = joins results of further samples. Only part of the results is shown; rates above refer to the full screens.

Screening CCCC1(C(=O)O)NC(c2ccccc2O)C2C(=O)N(c3cccc(Cl)c3)C(=O)C21 (centres undefined) returned RmlCD inh mix 4.7 and HIV RNase H inh -4.9.
CC(C)CCNC(=O)CNC(=O)c1cccs1 was read as RmlCD inh mix 5.1.
For COc1ccccc1CN(Cc1cc2c(C)ccc(C)c2[nH]c1=O)Cc1nnnn1Cc1ccco1 the results were RmlCD inh mix 6.0 and HIV RNase H inh -11.5.
Screening COCCN(C(=O)CNC(=O)c1cccs1)C(C(=O)NC1CCCCC1)c1ccco1 (centres undefined) returned RmlCD inh mix 5.1 and HIV RNase H inh -15.5.
For COc1ccc(C(NC(C)=O)c2ccc3cccnc3c2O)c(OC)c1 (centres undefined) the results were RmlCD inh mix -13.2 and HIV RNase H inh 4.0.
`Cc1cc(NS(=O)(=O)c2ccc(NC(=O)CCCC(=O)O)cc2)nc(C)n1` gave RmlCD inh mix -9.3 and HIV RNase H inh 4.5.
For COc1ccc(N2CCN(CCNC(=O)CCCn3c(=O)[nH]c4cc(Cl)ccc4c3=O)CC2)cc1 the results were RmlCD inh mix -42.1 and HIV RNase H inh -8.7.
`CCOC(=O)CSc1cc(C)nc(N)n1` gave RmlCD inh mix -0.3 and HIV RNase H inh -9.4.
Screening Cn1c(=O)cc(SCC(=O)N2CCN(Cc3ccc4c(c3)OCO4)CC2)c2ccccc21 returned RmlCD inh mix 11.7 and HIV RNase H inh -8.2.
Screening CC(=O)c1cccc(NC(=O)Oc2ccccc2)c1 returned RmlCD inh mix 11.8 and HIV RNase H inh -8.7.
CC(=O)c1cccc(NC(=O)C2CCCN(S(=O)(=O)c3ccc(F)cc3)C2)c1 (centres undefined) was read as HIV RNase H inh -15.1.
Cc1ccc(C)c(NC(=O)CCC(=O)OC(C(=O)c2ccccc2)c2ccccc2)c1 (centres undefined) was read as RmlCD inh mix -9.5.
For CCOC(=O)C1CCCN(C/C(O)=C(\C#N)c2nc(-c3ccc(Cl)cc3)cs2)C1 (centres undefined) the results were RmlCD inh mix -12.6 and HIV RNase H inh 10.0.
`CC(C)(C)n1nnnc1C(c1cccs1)N(Cc1cccnc1)CC1CCCO1` (centres undefined) gave RmlCD inh mix -11.7 and HIV RNase H inh -17.7.
For Cc1ccc2c(c1)N(CCCC(=O)NCC1COc3ccccc3O1)C(=O)CO2 (centres undefined) the results were RmlCD inh mix 70.0 and HIV RNase H inh -5.1.

Random excerpt: 7 entries already listed
For COc1ccc(C(NC(C)=O)c2ccc3cccnc3c2O)c(OC)c1 (centres undefined) the results were RmlCD inh mix -13.2 and HIV RNase H inh 4.0.
`CCOC(=O)CSc1cc(C)nc(N)n1` gave RmlCD inh mix -0.3 and HIV RNase H inh -9.4.
For COc1ccccc1CN(Cc1cc2c(C)ccc(C)c2[nH]c1=O)Cc1nnnn1Cc1ccco1 the results were RmlCD inh mix 6.0 and HIV RNase H inh -11.5.
CC(=O)c1cccc(NC(=O)C2CCCN(S(=O)(=O)c3ccc(F)cc3)C2)c1 (centres undefined) was read as HIV RNase H inh -15.1.
For Cc1ccc2c(c1)N(CCCC(=O)NCC1COc3ccccc3O1)C(=O)CO2 (centres undefined) the results were RmlCD inh mix 70.0 and HIV RNase H inh -5.1.
Screening Cn1c(=O)cc(SCC(=O)N2CCN(Cc3ccc4c(c3)OCO4)CC2)c2ccccc21 returned RmlCD inh mix 11.7 and HIV RNase H inh -8.2.
For COc1ccc(N2CCN(CCNC(=O)CCCn3c(=O)[nH]c4cc(Cl)ccc4c3=O)CC2)cc1 the results were RmlCD inh mix -42.1 and HIV RNase H inh -8.7.

(listing goes on)
Screening CCOC(=O)C1CCCN(Cc2cc(Br)ccc2OC)C1 (centres undefined) returned RmlCD inh mix 7.8 and HIV RNase H inh -14.4.
CCc1cc2c(=O)n(-c3ccccc3)cnc2s1 was read as RmlCD inh mix 6.2 and HIV RNase H inh -5.0.
COc1cccc(C2c3c(-c4ccccc4)n[nH]c3C(=O)N2c2ccc(C(=O)O)cc2)c1 (centres undefined) was read as RmlCD inh mix -13.0.
`CCOC(=O)c1c(N2C(=O)C3C4C=CC(O4)C3C2=O)sc2c1CCCC2` (centres undefined) gave HIV RNase H inh 22.5.
For Fc1ccc(COc2ccc(Br)cc2CNCc2ccncc2)cc1 the results were RmlCD inh mix -15.8.
`Cc1ccc2c(c1)N(CC(=O)N1CCCc3ccccc31)C(=O)CO2` gave RmlCD inh mix 5.2 and HIV RNase H inh -20.2.
`COC(=O)c1ccc(CSc2nc3ccccc3o2)cc1` gave RmlCD inh mix 9.2 and HIV RNase H inh -35.0.
`C=C1CCN([C@@H](CC(C)C)C(=O)NCc2ccc(OC)cc2)S(=O)(=O)c2ccccc21` gave RmlCD inh mix -16.4.
O=C1CCCN1CCCn1cnc2c([nH]c3ccc(F)cc32)c1=O was read as RmlCD inh mix 5.0 and HIV RNase H inh -6.9.
Screening COCCOC(=O)c1c(C)nc(SCC(=O)Nc2cccc3ccccc23)c(C#N)c1-c1ccco1 returned RmlCD inh mix 7.9.
Screening CCn1ccc(=N)cc1 returned RmlCD inh mix 9.3 and HIV RNase H inh -2.9.
For CCOC(=O)C1CCN(C(=O)Nc2ccc(Cl)cc2)CC1 the results were RmlCD inh mix 4.7 and HIV RNase H inh 6.7.
Screening COC(=O)[C@@H](NC(=O)O[C@H]1C(=O)c2ccc(OC)cc2O[C@@H]1c1ccc2c(c1)OCO2)C(C)C returned RmlCD inh mix 6.5.
`O=C(NCCN1CCN(Cc2ccccc2)CC1)C1c2ccccc2C(=O)N2CCc3ccccc3C12` (centres undefined) gave RmlCD inh mix 0.1 and HIV RNase H inh 5.6.
`CC(=O)C1=C(O)C(=O)N(CCCO)C1c1ccccc1` (centres undefined) gave RmlCD inh mix -2.5.
For CC1=C([N+](=O)[O-])C(c2cccc(Br)c2)C2=C(N1)c1ccccc1C2=O (centres undefined) the results were RmlCD inh mix -11.7.
`Cc1cccc(C)c1NC(=O)C1NC(=O)CC1c1ccccc1` (centres undefined) gave RmlCD inh mix 28.0.
O=C(NCc1cccc(C(F)(F)F)c1)C1CC(c2cccc(F)c2)=NO1 (centres undefined) was read as RmlCD inh mix 6.0.
Screening Cc1ccc(OP(=O)(O)Oc2ccc(C)cc2)cc1 returned RmlCD inh mix -10.1.
`COCCN(C(=O)CNC(=O)c1ccco1)C(C(=O)NC1CCCCC1)c1cccc(OC)c1` (centres undefined) gave RmlCD inh mix 5.0 and HIV RNase H inh -2.5.
Screening COc1ccc(C2(CNC(=O)/C=C\c3ccco3)CCCC2)cc1OC returned RmlCD inh mix 7.8.
COC(=O)[C@@]1(Cc2ccccc2)[C@@H]2C(=CC(=O)[C@H]2CC(=O)C(=O)N(C)C)CN1C(=O)c1ccccc1 was read as RmlCD inh mix -14.6.
CC1(C)CC(=O)C=C(NCc2ccncc2)C1 was read as RmlCD inh mix -2.0 and HIV RNase H inh 0.7.
For C=CCNCCCCOc1c(Cl)cc(C)cc1Br the results were RmlCD inh mix 3.1.
For Cc1cccc(OCCn2nc(C(=O)O)c3ccccc3c2=O)c1 the results were RmlCD inh mix -16.0.
COc1ccc(-n2nnnc2SCC(=O)Nc2ccc3c(c2)OCCO3)c(OC)c1 was read as RmlCD inh mix 15.4 and HIV RNase H inh -12.3.
For Cn1c(=O)c2[nH]cnc2n(-c2ccccc2)c1=O the results were RmlCD inh mix -6.1 and HIV RNase H inh -6.2.
For Cc1ccc(C(=O)O)cc1S(=O)(=O)N1CCCC1 the results were RmlCD inh mix -14.5.
For O=C(Cc1ccccc1)N1CCC(C(=O)N2CCN(c3ccc(F)cc3)CC2)CC1 the results were RmlCD inh mix -6.8.
Screening Cc1cc(=O)oc2cc(NC(=O)CCC(=O)O)ccc12 returned RmlCD inh mix inconclusive.
`COC(=O)c1sc(N)c(C(=O)OC)c1CSc1nnnn1C` gave RmlCD inh mix -12.4 and HIV RNase H inh -1.6.
`COc1ccc(-c2nc(-c3cccc(C)c3)nc(Cl)c2C#N)cc1` gave RmlCD inh mix -17.4.
`Nc1nc(Cl)nc2c1ncn2[C@@H]1O[C@H](CO)[C@@H](O)[C@H]1O` gave RmlCD inh mix -7.3 and HIV RNase H inh 6.0.
Cc1cc(Nc2ccc(F)c(Cl)c2)n2ncnc2n1 was read as RmlCD inh mix 7.8 and HIV RNase H inh -18.7.
For COc1ccc2nc(NC(=O)C3CCCN(S(=O)(=O)c4c(C)noc4C)C3)sc2c1 (centres undefined) the results were RmlCD inh mix -6.4 and HIV RNase H inh -1.7.
`COc1ccc(C)cc1S(=O)(=O)N(C)CC(=O)NC1CCCCC1` gave RmlCD inh mix -13.2 and HIV RNase H inh -9.7.
For COc1cc(/C=N/N=C(/N)c2nonc2N)cc(Br)c1OCc1cccc(C)c1 the results were RmlCD inh mix 3.5.
For CCn1cc([N+](=O)[O-])c(C(=O)Nc2cc(C)on2)n1 the results were RmlCD inh mix -12.7.
Screening COc1ccccc1C(=O)Nc1nc2cc3c(cc2s1)OCCO3 returned RmlCD inh mix -104.3.
`CCN(CCNC(=O)CN1CCN(Cc2ccc(Cl)cc2)C1=O)c1ccccc1` gave RmlCD inh mix -10.0 and HIV RNase H inh -0.2.
Screening COc1ccc(-c2nnc(SCCc3ccccc3)n2N)cc1 returned RmlCD inh mix 33.9 and HIV RNase H inh -11.9.
CCCCC(=O)NC(=S)NNC(=O)CC was read as RmlCD inh mix -14.6.
COc1ccc(S(=O)(=O)Nc2cc(C)ccc2OC)cc1C was read as RmlCD inh mix 10.5 and HIV RNase H inh -53.2.
`Cn1c(Oc2ccc3c(c2)OCO3)nc2c1c(=O)n(Cc1ccccc1)c(=O)n2C` gave RmlCD inh mix -9.7.
For Cc1oc(CC(C)C)c(CN)c1C(=O)O the results were RmlCD inh mix -15.3.
`COc1ccc(CCNC(=O)CC2Nc3ccccc3NC2=O)cc1OC` (centres undefined) gave RmlCD inh mix 1.5 and HIV RNase H inh -6.8.
COc1ccc(C(=O)N[C@H](C(=O)Nc2ccc(OC)nc2)C(C)C)cc1 was read as RmlCD inh mix -10.6.
O=C(c1cccc(C(=O)N2CCN(c3ccccc3F)CC2)c1)N1CCN(c2ccccc2F)CC1 was read as RmlCD inh mix inconclusive and HIV RNase H inh -3.0.
`Cc1nn(CCCNC(=O)C2CCCO2)cc1Br` (centres undefined) gave RmlCD inh mix -3.2 and HIV RNase H inh -0.9.
Screening O=C(NCCSCc1ccc(Cl)cc1Cl)c1ccc(CN2CCOCC2)cc1 returned RmlCD inh mix -2.8.
Screening CC(C)Cc1cc(C(=O)Nc2sc3c(c2C#N)CCCC3)no1 returned RmlCD inh mix 10.2 and HIV RNase H inh 65.1*.
Screening COc1ccc(S(=O)(=O)N2CC3CCCN3c3ccc(C(F)(F)F)cc32)cc1 (centres undefined) returned RmlCD inh mix 2.0.
Cc1ccc(CNC(=O)CSc2ncccn2)cc1 was read as RmlCD inh mix -10.5 and HIV RNase H inh -14.3.
`Clc1ccc(Nc2ncnc3ccc(Br)cc23)cc1` gave RmlCD inh mix -44.3.
Screening COc1ccc(OC)c(Nc2ncnc3c2cnn3-c2ccccc2)c1 returned RmlCD inh mix -0.1 and HIV RNase H inh -4.9.
For Fc1ccc([C@@H]2CCNC[C@H]2COc2ccc3c(c2)OCO3)cc1 the results were RmlCD inh mix -9.6&11.6.
`CN(C)CCNC(=O)c1cc2ccccc2oc1=O` gave RmlCD inh mix -22.2 and HIV RNase H inh -4.7.
`Cc1nc(CN2CCCC2=NC#N)n(-c2ccccc2)n1` gave RmlCD inh mix 3.1 and HIV RNase H inh -32.9.
CCc1c(C)nc(N)n2c(SCC(=O)Nc3ccccc3)nnc12 was read as RmlCD inh mix 11.2.
`Cc1cccc(OCCCC(=O)Nc2ccc(S(=O)(=O)Nc3onc(C)c3C)cc2)c1` gave RmlCD inh mix 3.7 and HIV RNase H inh -80.2.
For Cc1nnc(NC(=O)Cc2cccs2)s1 the results were RmlCD inh mix 6.6 and HIV RNase H inh 7.8.
For COc1ccc(Nc2nc(N3CCCCC3)c3ccccc3n2)cc1 the results were RmlCD inh mix -9.6.
CSc1cccc(NC(=O)COc2cccc3ccccc23)c1 was read as RmlCD inh mix -17.2.
For CCCCCC(C)n1[nH]c(=O)cc1N (centres undefined) the results were RmlCD inh mix -6.6.
`CCCOc1ccc(C(=O)Nc2ccccc2[N+](=O)[O-])cc1` gave RmlCD inh mix 6.3.
`COc1cc2c(cc1OC)C(C(=O)NCc1cccnc1)C(c1cccnc1)N(C)C2=O` (centres undefined) gave RmlCD inh mix -9.1 and HIV RNase H inh 7.4.
For CN(CC(=O)N1CCN(c2ccccc2F)CC1)S(=O)(=O)c1cnc[nH]1 the results were RmlCD inh mix 1.3.
`C[C@@H](C(=O)Nc1ccc2ccccc2c1)[C@H]1C[C@]1(C)[C@H](NP(=O)(c1ccccc1)c1ccccc1)c1ccccc1` gave RmlCD inh mix -11.5.
Screening COc1ccc(NC(=O)/C(C#N)=C\c2cc(C)n(-c3ccc(Oc4ccc([N+](=O)[O-])cn4)cc3)c2C)cc1 returned RmlCD inh mix -3.9.
`COCCOC(=O)C1=C(C)NC2=C(C(=O)CCC2)C1c1cc2c(cc1Br)OCO2` (centres undefined) gave RmlCD inh mix -10.3 and HIV RNase H inh 2.3.
`CN(C)S(=O)(=O)c1cccc(C(=O)NCC2CCCO2)c1` (centres undefined) gave RmlCD inh mix 6.8 and HIV RNase H inh -12.2.
`O=C(Nc1cccnc1)c1ccccc1O` gave RmlCD inh mix -7.8.
For COc1ccc(CNC(=O)C(C)N=C2NS(=O)(=O)c3ccccc32)cc1OC (centres undefined) the results were RmlCD inh mix 7.5.
For CCCCNC(=O)Nc1ccccc1C(=O)NCc1ccco1 the results were RmlCD inh mix 2.5 and HIV RNase H inh -13.5.
Cc1cccc(/C(N)=N/OC(=O)Cc2cccs2)c1 was read as RmlCD inh mix 3.9.
Screening NC(=O)c1ccccc1OCC(=O)O returned RmlCD inh mix 4.2.
Screening CCOC(=O)c1cc2sc(C)cc2n1CC(=O)N1CCN(C(=O)c2ccco2)CC1 returned RmlCD inh mix 8.2 and HIV RNase H inh -1.1.
For O=C(Cn1cc2c(n1)CCCC2)N1CCCc2ccccc21 the results were RmlCD inh mix -10.7 and HIV RNase H inh -2.9.
